Screens as filed in PubChem BioAssay.
KDM5B inh: blocks human KDM5B histone demethylase activity; Q9UGL1; KDM5B demethylase, FDH-coupled NADH fluorescence (FDH is formaldehyde dehydrogenase); Potency, µM (titrated, usually from 57.7 µM), for inactives: top-dose activity change, negative = inhibition, usual class: inhibitors; 220,000 compounds, 2.6% hits; AID 1347165; active = well fitted inhibition curve with a large enough effect; inconclusive = small, poorly fitted or top-dose-only effect; inactive = no such curve, though single readings can be large or run the other way; also: 0% is about no effect; nearly all actives have a fitted effect of over 70% in size
Target sequence (Q9UGL1 whole entry, looked up): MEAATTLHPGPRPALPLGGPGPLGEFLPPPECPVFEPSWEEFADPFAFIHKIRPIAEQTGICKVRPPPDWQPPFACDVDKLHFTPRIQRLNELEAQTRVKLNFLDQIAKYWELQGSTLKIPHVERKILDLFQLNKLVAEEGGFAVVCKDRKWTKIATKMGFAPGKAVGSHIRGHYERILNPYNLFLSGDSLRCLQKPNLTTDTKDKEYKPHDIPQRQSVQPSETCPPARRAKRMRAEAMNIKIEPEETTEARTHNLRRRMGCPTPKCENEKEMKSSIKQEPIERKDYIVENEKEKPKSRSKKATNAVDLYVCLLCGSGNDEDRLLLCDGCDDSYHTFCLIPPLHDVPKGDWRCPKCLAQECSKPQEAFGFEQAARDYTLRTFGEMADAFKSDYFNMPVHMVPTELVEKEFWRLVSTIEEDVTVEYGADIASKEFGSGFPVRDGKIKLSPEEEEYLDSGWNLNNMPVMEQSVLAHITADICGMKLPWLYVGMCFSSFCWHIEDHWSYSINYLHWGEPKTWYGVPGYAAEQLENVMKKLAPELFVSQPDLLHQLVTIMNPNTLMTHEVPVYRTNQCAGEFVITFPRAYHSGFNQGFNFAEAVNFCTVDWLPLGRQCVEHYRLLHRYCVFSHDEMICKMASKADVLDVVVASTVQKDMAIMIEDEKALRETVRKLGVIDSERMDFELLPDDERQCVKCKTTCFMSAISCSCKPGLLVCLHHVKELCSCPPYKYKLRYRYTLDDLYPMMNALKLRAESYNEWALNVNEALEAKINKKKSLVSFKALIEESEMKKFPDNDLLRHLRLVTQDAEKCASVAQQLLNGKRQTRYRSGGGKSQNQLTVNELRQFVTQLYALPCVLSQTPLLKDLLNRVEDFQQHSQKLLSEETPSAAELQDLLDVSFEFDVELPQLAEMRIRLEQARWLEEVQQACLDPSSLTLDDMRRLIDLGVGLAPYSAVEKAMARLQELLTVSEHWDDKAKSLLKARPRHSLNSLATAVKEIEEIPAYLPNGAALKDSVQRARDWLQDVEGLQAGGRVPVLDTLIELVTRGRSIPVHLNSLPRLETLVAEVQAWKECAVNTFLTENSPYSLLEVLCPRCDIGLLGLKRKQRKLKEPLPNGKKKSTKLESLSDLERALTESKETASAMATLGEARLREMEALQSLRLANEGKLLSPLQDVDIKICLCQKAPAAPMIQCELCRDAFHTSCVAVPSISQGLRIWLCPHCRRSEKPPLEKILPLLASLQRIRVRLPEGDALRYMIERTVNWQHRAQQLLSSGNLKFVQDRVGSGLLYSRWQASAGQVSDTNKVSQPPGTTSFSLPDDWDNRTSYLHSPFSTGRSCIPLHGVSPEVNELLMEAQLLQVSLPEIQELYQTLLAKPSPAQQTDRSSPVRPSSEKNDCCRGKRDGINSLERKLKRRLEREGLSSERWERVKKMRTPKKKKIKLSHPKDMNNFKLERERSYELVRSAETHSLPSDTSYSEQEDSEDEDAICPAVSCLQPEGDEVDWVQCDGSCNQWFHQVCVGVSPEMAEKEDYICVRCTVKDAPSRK
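Coupled FDH/NAD⁺ fluorescence readout. KDM5BΔAP 200 nM final; compound titration, 10 min RT preincubation; substrate mix 12.5 µM H3K4me3, 25 µM 2-OG, 50 µM Fe(II), 100 µM ascorbate, 0.25 mM NAD⁺, 0.25 U/mL FDH; ΔRFU over 30 min.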
The depositor's hits bear a star; ? = inconclusive; [ ] = remark or other dose. Potency is read from the fitted curve at half-maximal effect. A portion of the library; count on the stated rates, not on these rows.

KDM5B inh	Molecule
18.5%	COc1cccc(CNC(=O)CC2CCN(C(=O)c3ccc4nc(-c5ccccc5)oc4c3)CC2)c1
?	CN(Cc1ccccc1)C(=O)c1ccc(CSc2nc3cccnc3n2Cc2ccccc2)cc1
21.5%	Cn1cc(C(=O)N2CCC(F)(c3nc(-c4ccncc4)no3)CC2)cn1
-0.9%	COc1cccc2sc(N(Cc3cccnc3)C(=O)c3ccc4c(c3)OCCO4)nc12
-16.7%	CCCCNC(=O)CN1CCN(Cc2nc3ccccc3o2)CC1
?	COC(=O)c1cc2oc(C)cc2n1Cc1ccc(Br)cc1F
-4.5%	CCCCn1nc(C(=O)NCc2ccc(C(=O)O)cc2)c2ccccc2c1=O
?	Cc1ccc(CNC(=O)CCCn2nc(C)c3c(C)n(-c4ccccc4)nc3c2=O)cc1
-17.8%	CCN(CC(=O)Nc1c(F)cccc1F)C(=O)Cn1[nH]c(=O)c2ccccc2c1=O
16.2%	CC(C(=O)NCCc1ccccc1)C1CCOCC1 (stereo not drawn)
-10.5%	CN1c2ccccc2C(=O)/C(=C\Nc2ncccn2)S1(=O)=O
-11.9%	O=C(Nc1ccc2oc(-c3cccnc3)nc2c1)c1cc(Cl)ccc1Cl
-6.5%	Cc1ccccc1C(=O)NCC(=O)N1CCN(C/C=C/c2ccccc2)CC1
12.2%	OC[C@@H]1CN(CC2CC2)C[C@H]1c1nc(-c2cccnc2)no1
-21.2%	CN1CCN(CCNC(=O)c2cnn(-c3ccc(Cl)cc3)c2C2CCN(C(=O)OC(C)(C)C)CC2)CC1
-8.5%	COc1cc(Cl)ccc1C(=O)N1CC(C(=O)N(C)C)C2(CCOCC2)C1 (stereo not drawn)
?	O=c1cc2nc(-c3ccccc3)nc(SCc3cccc(Br)c3)n2[nH]1
16.7%	CCCCn1nc(C(=O)Nc2cccc(C#N)c2)c2ccccc2c1=O
29.9%	O=C(Nc1ccccc1)c1cc(-c2ccco2)nc2ccccc12
?	Oc1cc(-c2cccc(Cl)c2)cc2c1OCCN(c1cc(C3CC3)ncn1)C2
-10.1%	COc1ccccc1-c1nnc(SCC(=O)Nc2ccccc2F)o1
-6.0%	Cc1ncsc1C(=O)/C=C/c1cccs1
-19.2%	COc1cc(C(=O)NCCCc2nc3ccccc3n2CC(C)C)cc(OC)c1OC
?	COc1ccc(-c2cc3ccc(OCC(=O)OC(C)(C)C)cc3oc2=O)cc1OC
-13.0%	CC(Sc1nnc(-c2c[nH]c3ccccc23)o1)C(=O)N1CCNC1=O (stereo not drawn)
2.1%	Cn1ccc(NC(=O)CCc2nc(-c3ccccc3)no2)n1
-35.5%	Cc1cc2[nH]c(=O)c(=O)[nH]c2cc1S(=O)(=O)Nc1cccc(C(F)(F)F)c1
4.7%	CCN(CC)Cc1ccc(CNC(=O)c2cnn(-c3ccccc3)c2)cc1
19.0%	CCO[C@H]1CN(C(=O)CCSCc2ccc(F)cc2)C[C@@H]1O
19.6%	S=C(NCc1cccnc1)NC1CC1

Continuation.
KDM5B inh	Molecule
19.1%	O=C(NC1CCCc2ccccc21)c1cccs1 (stereo not drawn)
-16.0%	CCn1c(C2CCN(C(=O)c3cc(F)cc(F)c3)CC2)nn(C)c1=O
5.6%	Cc1cc(NCc2cccnc2)no1
-8.3%	Cn1ncc(N2CCCC(CC(=O)NC3CCN(Cc4ccccc4)CC3)C2)cc1=O (stereo not drawn)
?	Cc1nc(CCNc2nc(-c3ccccn3)nc3c2c(C)nn3C)no1
17.4%	COCCn1ncc(N2CCC(NC(=O)CCC(C)C)CC2)cc1=O
21.2%	Cc1nc(NCc2ccccc2)sc1C(=O)NCCC(C)C
-62.5%	Cc1ccc(C)c(Cn2c3ccccc3c3cnn(CC(=O)NC(C)c4ccccc4)c(=O)c32)c1 (stereo not drawn)
-6.4%	Cc1c(C(=O)Nc2ccc(F)c(Cl)c2)oc2ccc(S(=O)(=O)N(C)C3CCCCC3)cc12
-29.9%	NC(=S)N/N=C1\CCCC\C1=C/c1ccco1
11.1%	CSc1cccc(NC(=O)CCCNC(=O)c2ccc(Cl)cc2)c1
?	Cc1nc(NC(=O)CNC(=O)c2ccoc2)sc1C
14.7%	Cc1ccc(F)cc1S(=O)(=O)N1CCN(C2CCN(CCC(C)C)C2=O)CC1 (stereo not drawn)
-20.5%	COc1ccc(NC(=O)Cn2ccn3nc(-c4ccc(F)cc4)c(CO)c3c2=O)cc1
7.4%	CCn1nc(C)c(CN2CCC3(CC2)CN(c2ccncn2)CC3CO)c1C (stereo not drawn)
8.8%	CC(C)NC(=O)COC(=O)c1ccccc1CSC1=NCCS1
-13.5%	Cc1ccc(Cl)cc1N1CCN(C(=O)CN2C(=O)COc3ccc(S(=O)(=O)N4CCCCCC4)cc32)CC1
-6.8%	CCC1Oc2ccc(NC(=O)c3ccccc3Cl)cc2CN(Cc2ccccc2F)C1=O (stereo not drawn)
-15.3%	COc1ccccc1NC(=O)CC1SC(c2cc3ccccc3oc2=O)=NC1=O (stereo not drawn)
-13.1%	COc1ccc(-c2noc(-c3cccn3CC(=O)Nc3ccc4c(c3)CCC4)n2)cc1F
-22.5%	CCCNC(=O)N1CC(Oc2ccccc2-c2nc(CCOC)no2)C1
?	COc1ccccc1-c1nc(COc2ccc(Cl)cc2Cl)no1
1.5%	COc1ccc(NC(=O)Cn2c(=O)nc(-c3ccccc3)c3ccccc32)cc1OC
2.0%	CC(C)NC(=O)C1COC2(CCN(C(=O)C(C)(C)C)CC2)N1C(=O)c1ccc(F)cc1 (stereo not drawn)
20.0%	O=C(CCC(=O)c1ccc2c(c1)OCCCO2)OCc1ccccc1Cl
-11.6%	O=C(NCc1ccc(C(=O)N2CCCCC2)cc1)c1cccc(C(F)(F)F)c1
-7.4%	Cc1cc(Cl)ccc1NC(=O)Cn1cnc2c1c(=O)n(C)c(=O)n2C
-14.9%	COc1ccc(F)c(CN2CCCC3(CCN(C(=O)C4CCCC4)C3)C2)c1 (stereo not drawn)
?	COc1cc2c(cc1OC)CN(CC(=O)N1N=C(c3cccs3)CC1c1cccs1)CC2 (stereo not drawn)
-8.1%	CCCCCCCCCCCCS[C@H]1CS(=O)(=O)C[C@@H]1O

Continuation:
KDM5B inh	Molecule
?	CCOc1ccc(-c2nc(CSCC(=O)NCC(OC)OC)c(C)o2)cc1
-11.4%	N#CCOc1ccc(C(=O)/C=C/c2cccc(Br)c2)cc1
-7.2%	O=C(CSc1nnnn1Cc1ccccc1)N1CCN(S(=O)(=O)c2ccc3c(c2)CCC3)CC1
-1.4%	CC(=O)c1ccc(N2CCN(C(=O)c3cc(-c4ccncc4)nc4ccc(Cl)cc34)CC2)cc1
-1.6%	COc1ccc(N=C2SCC(c3ccc(C)cc3)=NN2CCO)cc1
-12.7%	CCN(CC)S(=O)(=O)c1ccc(C)c(NC(=O)Cc2ccc(S(=O)(=O)N3CCOCC3)s2)c1
-27.6%	COc1cc(C)c(-c2nc(Cn3cncn3)c(C)o2)cc1C
-12.7%	COc1cc(OC)c(NC(=O)COc2ccccc2-c2nnc(-c3ccccc3)o2)cc1Cl
?	Cc1ccc(NC(=O)/C(C#N)=C\c2ccc(Cl)cc2Cl)cc1C
?	COc1ccc2oc(-c3ccccc3C)cc(=O)c2c1
-4.0%	O=C(Cn1c(=O)n(CCc2ccccc2)c(=O)c2sccc21)c1ccccc1Cl
?	CCOCCCNC(=O)c1ccc(-c2nc(CS(=O)(=O)c3ccccc3)c(C)o2)cc1
10.7%	CCC(NCc1c(C(=O)N2CCCCCC2)nc2cc(C)ccn12)c1ccc(C)cc1 (stereo not drawn)
-10.7%	O=C(CNc1nc(Cl)nc2nc[nH]c12)NCCc1c[nH]c2ccccc12
1.4%	O=C(Cc1c[nH]c2ccccc12)N1CCC(Cc2nncn2-c2ccccc2)CC1
0.6%	O=C(Cc1ccc(Cl)cc1)N1CCC(n2cc(-c3nc(-c4ccccc4)no3)nn2)C1 (stereo not drawn)
19.0%	C[C@H](NC(=O)NCCc1ccccc1F)C(=O)O
12.6µM*	COc1ccccc1C(=O)N1CCCn2nc(C)c(-c3ccccc3N3CCCC3)c21
4.4%	CC(C)NC[C@@H](O)c1ccc(NS(C)(=O)=O)cc1
-0.1%	CCOc1ccc(NC(=O)Nc2cccc(C)n2)cc1
-4.6%	COCC(=O)N1CCC(C(=O)NCC2(c3ccccc3)CCCCC2)CC1
?	O=S(=O)(c1ccccc1)c1nc(-c2ccc(F)cc2)oc1N1CCOCC1
-15.7%	Cc1cc(C)c(OCC(=O)N(Cc2cccc(F)c2)Cc2ccco2)c(C)c1
-4.3%	COC(=O)c1ccc(C)c(NC(=O)Cc2ccc(OC)cc2OC)c1
6.1%	Cc1onc(-c2c(F)cccc2Cl)c1C(=O)Nc1cccc(S(=O)(=O)N2CCCCC2)c1
?	O=C(NCc1cnn(Cc2ccccc2)c1)c1ccc2oc(-c3cccc(F)c3)nc2c1
-8.8%	C=CCNc1nc(C(=O)OCC(=O)NCC(=O)Nc2c(C)cc(C)cc2C)cs1
-14.5%	COc1cc(OC)cc(C(=O)N2CCC(n3cc(-c4nc(C)no4)nn3)C2)c1 (stereo not drawn)
28.2µM*	COc1ccc(CNC(=O)N[C@@H]2CN(c3ncccn3)C[C@H]2CN(C)C)cc1
18.1%	O=C(CSC1=Nc2ccccc2C2=NC(CCC(=O)NC3CCCCC3)C(=O)N12)Nc1cccc(C(F)(F)F)c1 (stereo not drawn)

New compounds follow
KDM5B inh	Molecule
25.7%[115 µM]	CC(=O)NCC(=O)N1Cc2ccccc2CC2(CCCCN2CC2CCNCC2)C1 (stereo not drawn)
-29.6%	COc1ccc2cc3cc(C(=O)N4CCN(c5ccccc5F)CC4)oc3nc2c1
5.6%	CC(NC(=O)CNC(=O)OCc1ccccc1)C(N)=O (stereo not drawn)
9.9%	Cc1onc(-c2c(F)cccc2Cl)c1C(=O)c1ccc(F)cc1
3.8%	CN(CCc1ccccn1)C(=O)c1cn(Cc2cccc(C(F)(F)F)c2)nn1
?	Cc1cc(C)cc(NC(=O)C2CCN(c3nnc(-n4c(C)ccc4C)s3)CC2)c1
-19.1%	CN(C)CCN(Cc1ccccc1)S(=O)(=O)c1ccc(-c2cc(C(F)(F)F)on2)s1
4.7%	CCOC(=O)C1=C(c2ccccc2)N=C2SCC(=O)N2C1c1cccc(OC)c1OC (stereo not drawn)
?	C=C(C)COc1ccc2c(C)c(CCC(=O)N3CCC(C(N)=O)CC3)c(=O)oc2c1
-2.4%	COc1ccccc1N1C(=O)NC(NC(=O)c2ccccc2Cl)(C(F)(F)F)C1=O (stereo not drawn)
19.3%	Cc1ccc(Nc2c(-c3cccs3)nc3nc(C)cc(C)n23)cc1
52.3%[activator]	Cc1c(C(=O)N2CCn3nc(C(O)CO)cc3C2)sc2ccccc12 (stereo not drawn)
22.5%	CCCN(CC(=O)Nc1ccccc1C)C(=O)CSc1ccccc1C
-20.9%	COc1ccc(CNCC#Cc2ccc(C(F)(F)F)cc2)c(OC)c1
-0.7%	COc1cccc(CNC(=O)C(=O)NCC(c2cccs2)S(=O)(=O)c2cccs2)c1 (stereo not drawn)
-15.5%	Cc1cccc(OCC(=O)N2CCCC(n3cc(-c4noc(C)n4)nn3)C2)c1 (stereo not drawn)
16.2%	Cc1ccc(CC(=O)NCc2cccs2)cc1
-3.7%	O=C(NC1CCCC1)C(c1ccncc1)N(C(=O)c1csnn1)c1ccc(F)c(Cl)c1 (stereo not drawn)
-22.4%[86.2 µM]	CN(Cc1cccn1C)C(=O)Nc1ccccc1
12.7%	O=C(NCCN1CCOCC1)C1c2ccccc2CC(=O)N1Cc1ccccc1 (stereo not drawn)
-15.7%	CC(CC(=O)O)c1ccc(C(F)(F)F)cc1 (stereo not drawn)
0.2%[86.2 µM]	Cc1csc(Nc2ccc3c(n2)CN(CCOc2ccccc2)C(=O)CO3)n1
6.0%	COc1ccc(-n2ccnc2CN(C)Cc2cc(C(C)C)on2)cc1
19.8%	Cc1ccc(S(=O)(=O)CCC(=O)NC2CCCC2)cc1
-18.4%	CC(NC(=O)c1cc(C2CC2)nc2ccccc12)c1ccccc1 (stereo not drawn)
-19.1%	CN1CCCCCC(O)c2cc(C(=O)N3CCCCCC3)ccc21 (stereo not drawn)
8.3%	O=c1[nH]c(CSc2ncc(C(F)(F)F)cc2Cl)nc2cc(C(F)(F)F)ccc12
-3.7%	COc1ccc(C2CCCN2C(=O)c2csc(-c3ccccc3)n2)cc1 (stereo not drawn)
?	COc1cccc(CCC(=O)N2CCCN(c3cc(-c4ccc(Cl)cc4)[nH]n3)CC2)c1
10.5%	Cc1ccc(NC(=O)CCS(=O)(=O)c2cc3c4c(c2)CCN4C(=O)CC3)c(C)c1
